TTR transcr act: TTR transcription activation, primary screen; SH-SY5Y TTR promoter Gaussia luciferase, luminescence; 100% = recombinant luciferase protein wells; activation, % at 16.7 µM; 92,000 compounds, 1.3% hits; AID 1117267;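 active = activation above the mean of all tested compounds plus 3 SD, cut at about 9.5% in these data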;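 also: cells exposed to compounds for one day before reading; 0% = median of all test compound wells on the plate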
Numbers without * were called inactive.

SMILES | TTR transcr act
COc1ccccc1-n1c(SCC(=O)NC2CCCCC2)nc2c(c1=O)SCC2 | 0.3
Cc1cc(C(=O)N2CCC(C(N)=O)CC2)c(C)o1 | 1.2
CN(C)c1nc(N)c(C#N)c(C#N)c1C#N | 1.4
CCOC(=O)c1cnc2nc(NCc3ccc(OCc4ccccc4)cc3)[nH]n2c1=O | 0.1
O=C(Nc1nc2ccccc2s1)C1c2ccccc2Oc2ccccc21 | 0.1
C(=N\n1cnnc1)/c1ccccn1 | 1.9
COc1ccc2[nH]c(C)c(C(=O)CN3CCOCC3)c2c1 | 16*
O=C(Cc1cn2ccsc2n1)Nc1nc2c(s1)CCCC2 | 3.1
N#CCSc1ccc(-c2nc3ccccc3[nH]2)cn1 | -3.3
O=S(=O)(Nc1ccon1)c1cc(Cl)ccc1Cl | -1.4
CCC(Cc1ccccc1)NC(=O)CSc1ccsc1[N+](=O)[O-] (stereo not drawn) | 2.3
CCCCN1CC(N2CCN(C(=O)c3ccco3)CC2)CS1(=O)=O (stereo not drawn) | 1.2
CCOCCn1c(SC(C)C(C)=O)nc2c1c(=O)[nH]c(=O)n2C (stereo not drawn) | -0.7
CCOc1ccc(CNCCCSc2ncccn2)cc1OC | -1.1
O=C(c1nn(Cc2ccccc2)c(=O)c2ccccc12)N1CCc2ccccc2C1 | 0.0
O=C(NCc1ccccc1)C1C(c2ccc3c(c2)OCO3)=Nc2ccccc2N1C(=O)c1ccco1 (stereo not drawn) | 0.4
Cc1cc(Br)cn2c(Cc3cccc(F)c3)c(C3CCCCC3)nc12 | 3.4
FC(F)(F)Oc1ccc(Nc2nc(N3CCOCC3)nc(N3CCOCC3)n2)cc1 | -0.5
CC(CNC(=O)Cn1cnc2c(OCc3ccccc3)ncnc21)c1ccccc1 (stereo not drawn) | -2.2
Cc1ccc(-c2cc(C(=O)Nc3cccnc3)[nH]n2)c(O)c1C | 1.3
CC1C(=O)N(Cc2cn(CCC3OCCO3)nn2)CCS(=O)(=O)N1Cc1ccc(-c2ccc(F)cc2)cc1 (stereo not drawn) | -0.5
Clc1nc(-c2ccccc2)cc(-c2ccccc2)n1 | -0.3
OCC[C@@H]1C[C@H](O)[C@@H](O)[C@]2(OCc3cc(C(F)(F)F)ccc32)O1 | -0.1
COC(=O)c1ccc(S(=O)(=O)N2CCN(C(c3ccccc3)c3ccccc3)CC2)n1C | 0.3
O=S(=O)(NNc1nccc(C(F)(F)F)n1)c1cccc(Cl)c1Cl | -0.6
O=C(CSc1nnnn1-c1ccccc1)c1ccco1 | -1.1
O=[N+]([O-])c1cc(/C=N/O)ccc1Oc1cccc(Cl)c1 | -1.1
O=C1c2ccccc2NC(c2c(Cl)cccc2Cl)N1Cc1ccccc1 (stereo not drawn) | 1.9
Cc1cc(C)nc(SCC(=O)NC2=NN=C(c3ccc(Br)cc3)CS2)n1 | 1.0
CCOC(=O)C[C@H]1c2cc(C(F)(F)F)ccc2S(=O)(=O)N1C(C)C | 2.2
COc1cc(NC(=O)CCc2c(C)noc2C)c(Cl)cc1C(=O)O | 0.3
CCOC(=O)CNC(=O)Nc1ccccc1C(=O)OC | 2.7
COc1ccc(NC(=O)CSc2nccn2-c2ccccc2)c(OC)c1 | 0.3
CCOC(=O)c1c(NC(=O)C2CCCO2)sc2c1CCC2 (stereo not drawn) | 2.0
O=C(COc1ccc(Cc2ccccc2)cc1)c1ccc(F)cc1 | -2.8
CCOCCCNc1nc(-c2ccccc2)nc2ccccc12 | -0.1
CCOc1ccc(NC(=O)c2ccc(NC(=O)Cc3n[nH]c(=O)c4ccccc34)cc2)cc1 | 0.1
CC(C)OCCCNC(=O)C1CCC(CNS(=O)(=O)c2ccc(Cl)cc2)CC1 (stereo not drawn) | -1.3
CC1(C(=O)NCc2cccnc2)Cc2c(-c3cccc(C(F)(F)F)c3)ccnc2O1 (stereo not drawn) | -1.1
O=C(NCC1CCCO1)c1ccc2c(=O)n(Cc3ccc(Cl)cc3)c(=S)[nH]c2c1 (stereo not drawn) | 0.4
CC1CC(C)CN(S(=O)(=O)c2ccc3c(c2)oc(=O)n3CC(=O)N2CCOCC2)C1 (stereo not drawn) | 3.2
COc1cccc(NC(=O)C(Sc2nnc(-c3ccncc3)n2-c2ccc(Cl)cc2)c2ccccc2)c1 (stereo not drawn) | 7.2
CC1(CNC(=O)C(=O)NCC2(C)CO2)CO1 (stereo not drawn) | 1.0
CC1=C[C@]2(CN(CC3CC3)C3=N[C@H](c4ccccc4)CC(=O)N32)n2c(=O)n(-c3ccccc3)c(=O)n2C1 | 0.8
COc1ccccc1/C=C/C=NC1C(=O)N(c2ccccc2)[N+](C)=C1C (stereo not drawn) | 2.4
Cn1c(N)c(S(=O)(=O)N2CCN(C(=O)c3ccco3)CC2)c(=O)n(C)c1=O | 1.5
CC(CNS(=O)(=O)c1ccccc1)(c1ccccc1)N1CCOCC1 (stereo not drawn) | 1.1
COC(=O)[C@]12C[C@H](CC(=O)NCc3ccc(OC)c(OC)c3)C(=O)N(Cc3ccc4c(c3)OCO4)C1=C[C@H](C(C)C)O[C@@H]2C1CC1 | 0.2
COc1ccc2nc(SCC(=O)NCc3ccccc3)[nH]c2c1 | -1.7
CSc1sc(C)cc1C=O | 0.9
CCN(CC)c1ccc(NC(=O)c2cc(Cl)ccc2OC)cc1 | 2.5
Cc1cccc(NC(=S)Nc2ccc(Br)cc2)c1 | 0.2
O=C(NCC1CCCO1)C1CC(=O)N(c2ccccc2)C1 (stereo not drawn) | 1.3
COc1ccc2c(c1)oc1c(SCc3nc4ccccc4[nH]3)nc(C)nc12 | 2.8
O=C(Cc1cccc(NC(=O)C2CCCN(C(=O)CCc3ccccc3)C2)c1)Nc1ccc(C(=O)N2CCCCC2)cc1 (stereo not drawn) | -0.4
O=C(OCCOc1ccccc1F)c1cccc(S(=O)(=O)N2CCOCC2)c1 | -4.1
O=C(Nc1nc(-c2cccc(Br)c2)cs1)Oc1ccccc1 | 0.8
Cc1ccccc1NC(=S)C1=C(O)c2sccc2N(C)S1(=O)=O | 0.3
COCCNc1nc2c(c(=O)n(Cc3ccc(OC)cc3)c(=O)n2C)n1C | 2.4
Cc1c(Br)cccc1NC(=O)C1(C)CCN1CCc1ccccc1 (stereo not drawn) | -0.3

The list goes on.
SMILES | TTR transcr act
C/C(=N/NC(=O)CCc1ccccc1)c1ccco1 | -0.1
O=C(c1ccccc1)N1CCN(Cc2ccccc2C(F)(F)F)CC1 | -0.8
COc1ccc(OC)c(NC(=O)CCCN2C(=O)C3C4C=CC(C4)C3C2=O)c1 (stereo not drawn) | 0.1
COc1ccc(S(=O)(=O)NC2(C(F)(F)F)N=C(c3ccccc3)NC2=O)cc1 (stereo not drawn) | 0.6
CN(C)CCN(C(=O)C1CCN(S(=O)(=O)c2cccs2)CC1)c1nc2ccc(F)cc2s1 | -0.2
Cc1ccc2nc(=O)c(NNc3ccccc3)cnc2c1 | -0.1
N#CCCN(C(=O)Cn1nc(C(=O)O)c2ccccc2c1=O)c1ccccc1 | 0.2
Cc1onc(-c2c(Cl)cccc2Cl)c1COC(=O)c1ccc(Cl)cc1 | 1.1
Cc1cc(=O)oc2c(C)c(OCC(=O)N3CC[C@@]4(O)CCCC[C@H]4C3)ccc12 | 1.1
Cn1nc(C(F)(F)F)c(-c2ccc(Br)cc2)c1NC(=O)Nc1ccc(F)cc1F | -2.9
O=C(COc1ccc2c(c1)CCC2)N1CCN(c2ccccc2F)CC1 | 2.9
O=C(Nc1cccnc1Cl)c1ccc(S(=O)(=O)N2CCCCCC2)cc1 | -2.4
C=CCC[C@H](CCCCC)OC(=O)/C=C/[C@H](O)[C@@H](O)C[C@H](O)CC=C | -0.8
Nc1nc(SCc2ccc(Cl)cc2Cl)n[nH]1 | -1.4
COc1cc(/C=C/C(=O)OCC(=O)Nc2c(C)n(C)n(-c3ccccc3)c2=O)ccc1OCC#N | -1.2
O=C(N/N=C/C=C\c1ccccc1[N+](=O)[O-])c1cc(-c2ccc3ccccc3c2)n[nH]1 | 0.6
CC1(C)NC(=O)N(CC(O)COc2ccc(-c3ccccc3)cc2)C1=O (stereo not drawn) | -1.5
S=c1nc(-c2ccccc2)c(-c2ccccc2)n[nH]1 | -0.8
CCOC(=O)[C@H]1[C@H]2COc3ccc(C)cc3[C@@H]2N2C(=O)c3cc(F)ccc3NC(=O)[C@@]12C | -1.8
COc1ccc(C(=O)N2CCN(c3ccc(NC(=O)c4cccnc4)cc3)CC2)cc1 | -1.0

Some of the entries so far, with each value named.
CC1(C)NC(=O)N(CC(O)COc2ccc(-c3ccccc3)cc2)C1=O (stereo not drawn)
  TTR transcr act: -1.5
Nc1nc(SCc2ccc(Cl)cc2Cl)n[nH]1
  TTR transcr act: -1.4
COc1ccc(OC)c(NC(=O)CCCN2C(=O)C3C4C=CC(C4)C3C2=O)c1 (stereo not drawn)
  TTR transcr act: 0.1
Cn1nc(C(F)(F)F)c(-c2ccc(Br)cc2)c1NC(=O)Nc1ccc(F)cc1F
  TTR transcr act: -2.9

New compounds follow.
SMILES | TTR transcr act
COc1cccc(NC(=O)C(=O)NCCc2ccc(F)cc2)c1 | 1.1
CCOc1ccc(NC(=O)NCCCSC2CCCCC2)cc1 | -2.8
CCOC(=O)c1cnc(-n2nc(C)cc2C)nc1N1CCOCC1 | -1.5
CCOC(=O)N1CCN(c2cc(N(C)CCO)c([N+](=O)[O-])c3nonc23)CC1 | -1.3
COc1ccc(-c2[nH]ncc2CN2CCN(c3ccccn3)CC2)c(OC)c1 | -1.5
CN(C)CCCn1c(=O)n(CCc2ccccc2)c(=O)c2c3c(sc21)CCCCC3 | -1.2
COc1ccc(C(=O)N2CC(=O)Nc3ccccc32)cc1S(=O)(=O)N1CCCC1 | -1.7
O=C(CN1CCN(S(=O)(=O)c2ccc3ccccc3c2)CC1)Nc1ccc(N2CCOCC2)cc1 | 0.2
C=CCn1c(SCC(=O)N2CCOCC2)nc2ccccc2c1=O | 3.2
S=C(NCc1cccnc1)NCc1cccnc1 | 0.1
C[C@H]1CN=C(N(C)C)N1CCC1CCCC1 | -1.7
COC(CNC(=O)[C@H](Cc1ccccc1)NC1(C(=O)NC2CCCCC2)CCC1)OC | 1.3
O=C(COc1ccccc1)NNc1nc2ccccc2s1 | -1.1
COc1cccc(NS(=O)(=O)c2ccc(Br)s2)c1 | 0.8
O=c1c2ccccc2nnn1CSc1nc2ccccc2[nH]1 | -2.4
O=C(NC1CC1)C(Cl)c1ccccc1 (stereo not drawn) | -0.5
Cc1cc(Cl)ccc1Oc1ncnc2onc(C)c12 | -0.6
Cc1ccccc1NC(=O)C(=Cc1ccc(C(=O)O)cc1)C(=O)Nc1ccccc1C | -0.5
O=C(c1ccc(-c2ccccc2)cc1)N1CCCC1 | -1.1
O=C(CNS(=O)(=O)c1cccc(C(F)(F)F)c1)Nc1ccccc1F | -0.3

Rewritten with each value named: 4 of the compounds above.
> O=C(NC1CC1)C(Cl)c1ccccc1 (stereo not drawn)
  TTR transcr act = -0.5

> CN(C)CCCn1c(=O)n(CCc2ccccc2)c(=O)c2c3c(sc21)CCCCC3
  TTR transcr act = -1.2

> CCOc1ccc(NC(=O)NCCCSC2CCCCC2)cc1
  TTR transcr act = -2.8

> O=c1c2ccccc2nnn1CSc1nc2ccccc2[nH]1
  TTR transcr act = -2.4

Next section:
SMILES | TTR transcr act
COc1cccc(-c2cc3nc(NCc4ccc(C)cc4C)n(C)c(=O)c3s2)c1 | -1.9
CCC(NC(=O)C(C)NC)C(=O)N1CCCC1C(=O)NC1CCCc2ccccc21 (stereo not drawn) | -2.1
COc1ccc(C2(CNC(=O)C(c3ccccc3)c3ccccc3)CCOCC2)cc1OC | -0.5
COc1ccc(N2CCN(C(=O)c3cc4c(s3)-c3ccccc3S(=O)(=O)C4)CC2)cc1 | -3.1
Cn1cnnc1SCC(=O)Nc1ccc2nc(SCc3cccc4ccccc34)sc2c1 | -4.2
CCCn1c(N)c(C(=O)CN(C)CC(=O)Nc2ccccc2C(F)(F)F)c(=O)[nH]c1=O | 1.0
COC(=O)C[C@@H]1CC[C@H](NS(=O)(=O)c2cccc(F)c2)[C@@H](CO)O1 | 0.2
COC(=O)c1c(C)noc1-c1ccc(Cl)cc1 | -1.5
COc1ccc(CCNC(=O)COC(=O)CCC(=O)c2ccc(F)cc2)cc1 | -0.8
O=C(COC(=O)COc1ccccc1)NCc1ccc2c(c1)OCO2 | 4.3
Cc1nn(Cc2ccccc2Cl)c2sc(C(=O)NCCCn3ccnc3)cc12 | 0.4
Cc1c(N=CN2CCOCC2)c(=O)n(C)c(=O)n1C | 1.8
O=C(Nn1cnnc1)c1ccc(Br)s1 | 2.4
CC(=O)Nc1cccc(-n2nnc(SCC(=O)Nc3ccc(F)c(Cl)c3)n2)c1 | 2.0
CN(CC(=O)NCCN1CCCCCC1)S(=O)(=O)c1cccc2nsnc12 | 1.9
Cc1ccc(C(=O)N/C(=C\c2ccc(-c3cccc([N+](=O)[O-])c3)o2)C(=O)NCCCN2CCOCC2)cc1 | -2.8
COCCCN1C(=O)C(=O)/C(=C(/O)c2ccc(OC)cc2C)C1c1cccnc1 (stereo not drawn) | 1.4
Cc1oc(/N=C/c2ccc(Cl)cc2)c(C#N)c1C | 1.5
CCOC(=O)N1CCN(C(=O)C[C@@H]2C[C@@]3(C(=O)OCC)CCC=C3N(Cc3ccc4c(c3)OCO4)C2=O)CC1 | 1.4
COc1ccc(OC)c(C(C)NC(=O)C(C)Cc2ccccc2)c1 (stereo not drawn) | 0.9
COc1ccccc1NS(=O)(=O)c1ccc2oc(SCc3ccc(F)cc3)nc2c1 | -0.3

Arranged by SMILES length (ascending): some entries from above
SMILES | TTR transcr act
O=C(Nn1cnnc1)c1ccc(Br)s1 | 2.4
Cc1oc(/N=C/c2ccc(Cl)cc2)c(C#N)c1C | 1.5
Cc1c(N=CN2CCOCC2)c(=O)n(C)c(=O)n1C | 1.8
Cc1nn(Cc2ccccc2Cl)c2sc(C(=O)NCCCn3ccnc3)cc12 | 0.4
COCCCN1C(=O)C(=O)/C(=C(/O)c2ccc(OC)cc2C)C1c1cccnc1 (stereo not drawn) | 1.4
CCCn1c(N)c(C(=O)CN(C)CC(=O)Nc2ccccc2C(F)(F)F)c(=O)[nH]c1=O | 1.0

Source: PubChem (The Scripps Research Institute Molecular Screening Center)

This is a subset; rates above refer to the full screens.
